# TexasRed fluor: counter-screen for TRb-SRC2 inhibitors: fluorescence interference | TRb/SRC2 Texas Red total fluorescence interference | Potency, µM (series often up to 106 µM), for the others: at the top dose fluorescence change, negative = quenching | 0.29% of 280,000 active | AID 1479; active = well fitted curve in either direction with a large enough effect; inconclusive = small, poorly fitted or top-dose-only effect; note: % is set by controls: 0 for no effect and ±100 for the full control effect
#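 Human TRb ligand-binding domain at 0.6 uM with 20 nM Texas Red SRC2 peptide in Tris buffer containing 1 uM T3 and 5% DMSO, incubated with compound 5 h at ambient temperature. Total fluorescence (555/632 nm) calculated as parallel + 2 × perpendicular.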
# RECQ1 inh: blocks DNA unwinding by human RECQ1; P46063; RECQ1 DNA unwinding, red fluorescence kinetic read; Potency, µM (doses to about 57.3 µM), inactives show top-dose activity, negative = inhibition, usual class: inhibitors; 0.54% of 240,000 active;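 note: plate controls were vehicle for no effect and no enzyme for full effect; nearly all actives have a fitted effect of over 30% in size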
#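 50 nM RECQ1T1 preincubated 15 min with compound in Tris pH 8.0 buffer with MgCl2, DTT, Tween-20 and 2.5 ug/ml poly(dI-dC); started with 200 nM TAMRA/BHQ-2 forked duplex and 2 mM ATP. Unwinding read as fluorescence (525/598 nm), two reads 2 h apart.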
# TRb SRC2 PPI: disrupts binding of human TR beta to SRC2; Potency, µM (highest dose often 106 µM), for the others: top-dose activity change, negative = inhibition, hits mostly inhibitors; 0.065% of 280,000 active; AID 1469; TRbeta-SRC2 peptide binding, fluorescence polarization; receptor liganded with 1 µM T3;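 note: plate controls were bound peptide for no effect and peptide without receptor for full effect; nearly all actives have a fitted effect of over 50% in size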
#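 Binding of a 20-amino-acid Texas Red SRC2 peptide (20 nM) to TRb ligand-binding domain (0.6 uM) with agonist T3 at 1 uM was followed by fluorescence polarization after a 5 hr room-temperature incubation.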
# Lamin A splicing: LMNA splicing modulation. AID 1487. 0.01% of 200,000 active. Potency, µM (doses to about 46.1 µM), inactives show top-dose ratio change, negative = inhibition, usual class: inhibitors. HeLa LMNA splicing GFP/RFP minigene ratio, 48 h; active = well fitted inhibition curve with a large enough effect in the signal ratio, with a control signal flat, not every such curve was filed as active; inconclusive = small, poorly fitted or top-dose-only effect, or effect the other way, or a change in a side signal; the % refers to the signal ratio; note: % is set by controls: 0 for no effect and ±100 for the full control effect
#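 Read-out is the ratio of GFP to DsRed2 object intensity, acquired by 488 nm laser-scanning cytometry on HeLa lamin A-EGFP minigene reporter cells. Compound incubation 48 hrs at 37 °C in Opti-MEM with 2% FBS; DMSO 0.5% final.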
# ALDH1A1 inh: blocks purified human ALDH1A1 activity. Potency, µM (highest dose often 75.3 µM), for the others: top-dose activity, negative = inhibition, hits mostly inhibitors. P00352. 7.3% of 220,000 active. Purified ALDH1A1, NADH fluorescence, propionaldehyde substrate; active = well fitted inhibition curve with a large enough effect, not every such curve was filed as active; inconclusive = small, poorly fitted or top-dose-only effect, or another doubt; inactive = no such curve, though single readings can be large or run the other way;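 note: plate controls were no enzyme wells and a reference inhibitor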
# Target sequence (P00352 whole entry, looked up): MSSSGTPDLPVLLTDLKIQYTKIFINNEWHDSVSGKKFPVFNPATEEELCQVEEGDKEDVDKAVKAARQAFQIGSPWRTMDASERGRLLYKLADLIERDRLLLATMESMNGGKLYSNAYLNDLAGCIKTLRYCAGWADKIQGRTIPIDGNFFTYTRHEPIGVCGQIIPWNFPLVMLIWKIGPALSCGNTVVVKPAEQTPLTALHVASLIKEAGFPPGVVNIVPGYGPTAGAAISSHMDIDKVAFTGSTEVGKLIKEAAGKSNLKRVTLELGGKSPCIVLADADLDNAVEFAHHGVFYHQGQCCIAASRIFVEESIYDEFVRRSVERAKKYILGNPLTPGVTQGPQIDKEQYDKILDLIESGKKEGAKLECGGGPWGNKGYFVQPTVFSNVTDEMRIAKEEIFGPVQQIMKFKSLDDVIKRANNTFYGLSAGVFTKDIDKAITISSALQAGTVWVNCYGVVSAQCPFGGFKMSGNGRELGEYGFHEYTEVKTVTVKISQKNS
# JMJD2E inh: blocks human JMJD2E demethylase activity. AID 2147. Potency, µM (doses to about 57.1 µM), without a hit: at the highest dose activity change, negative = inhibition, most hits filed as inhibitors. JMJD2E catalytic domain, FDH-coupled NADH fluorescence (FDH is formaldehyde dehydrogenase). 1.6% of 230,000 active; active = well fitted inhibition curve with a large enough effect, not every such curve was filed as active; inconclusive = small, poorly fitted or top-dose-only effect, or another doubt; inactive = no such curve, though single readings can be large or run the other way;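 note: 0% = wells with enzyme and -100% = buffer wells without enzyme; nearly all actives have a fitted effect of over 50% in size; many of its hits are not listed in these tables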
# GoLoco inh red: RGS12 GoLoco-Gai1 interaction inhibition; Gai1:RGS12 GoLoco peptide FP, rhodamine, 10 min; Potency, µM (top dose mostly 61.6 µM), for the others: at the top dose activity, negative = inhibition, actives largely listed as inhibitors; 0.44% of 230,000 active; AID 880; active = well fitted inhibition curve with a large enough effect, not every such curve was filed as active; inactive = no such curve, though single readings can be large or run the other way; note: % is set by controls: 0 for no effect and ±100 for the full control effect; nearly all actives have a fitted effect of over 30% in size; many of its hits are not listed in these tables
# Target sequence (P63096 whole entry, looked up): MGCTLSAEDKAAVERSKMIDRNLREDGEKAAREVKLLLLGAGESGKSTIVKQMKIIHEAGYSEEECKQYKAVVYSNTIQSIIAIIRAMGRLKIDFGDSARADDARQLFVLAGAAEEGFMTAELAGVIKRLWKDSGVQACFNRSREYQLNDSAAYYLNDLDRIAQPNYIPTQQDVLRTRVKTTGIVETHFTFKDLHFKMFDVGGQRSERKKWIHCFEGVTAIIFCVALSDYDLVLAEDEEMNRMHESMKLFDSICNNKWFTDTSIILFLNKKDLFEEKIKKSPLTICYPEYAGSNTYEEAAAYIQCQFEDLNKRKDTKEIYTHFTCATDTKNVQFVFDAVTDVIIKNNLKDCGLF
# SMN2 splice enh: increases expression of the SMN2 splice variant; Potency, µM (top dose mostly 46.1 µM), inactives show top-dose activity change, positive = activation, actives largely listed as activators; HEK293 SMN2-luciferase splicing reporter, luminescence, 30-36 h; 2.8% of 210,000 active; AID 1458; note: % of control where 0% means no effect; nearly all actives have a fitted effect of over 55% in size
#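 HEK293 cells carry an SMN2 […]–luciferase reporter in which exon 7 inclusion puts luciferase in frame. Cells were plated 10-12 h before compound addition, then incubated 30-36 h at 37C. ONE-Glo luminescence was read; sodium butyrate at 4.5 mM final served as control.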
# Starred values were filed as active, the others as inactive; i = inactive; ? = inconclusive; . = not tested or not shown; [ ] = dose if it differs, or a comment. Unless noted, calls come from the whole dose curve; as a rule, active = well fitted curve in the direction sought with a large enough effect; inconclusive = small, poorly fitted or top-dose-only effect, or another doubt; inactive = no such curve, though single readings can be large; an effect the other way counts as inactive or inconclusive. Potency is the fitted concentration of half-maximal effect.
SMILES,TexasRed fluor,RECQ1 inh,TRb SRC2 PPI,Lamin A splicing,ALDH1A1 inh,JMJD2E inh,GoLoco inh red,SMN2 splice enh
O=C1NC2(CCCCC2)C(=O)N1/N=C/c1ccccc1Br,0%,-4%,0%,.,4.5µM*,4%,-4%,?
C=CCNC(=O)c1onc(CSc2ccccc2)c1C(=O)O,-2%,-1%,-13%,-2%[0.0737 µM],1%,-6%,9%,-9%
Oc1ccc(NCc2cccc(OCc3ccccc3)c2)cc1,-9%,-10%,32µM*,.,?,4.5µM*,-18%,.
Cc1nc([N+](=O)[O-])c(N2CCOCC2)n1Cc1ccccc1,-7%,-14%,-12%,.,.,-18%,-2%,.
COCCNC(=O)c1onc(CSc2ccccc2F)c1C(=O)O,0%,-3%,1%,5%,1%,4%,9%,-7%
CCNC(=S)Nc1ccc(C)c(Cl)c1,-1%,-4%,-1%,-1%,-11%,4%,7%,-13%
O=C(Cc1c(O)c2ccccc2[nH]c1=O)NCc1cccc(F)c1,0%,-6%,1%,6%,-12%,?,5%,9%
O=C(Nc1ccc(Cl)cc1)NN1CC(=O)N(c2cccc(C(F)(F)F)c2)CC1=O,0%,-7%,0%,.,.,7%,4%,.
CCOCCOCCC(C(=O)O)P(=O)(c1ccccc1)c1ccccc1 (configuration not stated),-3%,i,0%,-5%,8%,1%,-13%,.
FC(F)(F)c1ccccc1NC(=S)Nc1cccc2cnccc12,-2%,-3%,-2%,7%[46 µM],25µM*,?,10%,-49%[inhibitor]
O=C(NC1=NCCS1)c1ccc(Cl)c(S(=O)(=O)N2CCCCCC2)c1,-2%,i,-5%,-8%[46 µM],-4%,-2%,11%,2%
CC1(C)Cc2nc3sc4c(SCC(=O)NCc5ccccc5)ncnc4c3cc2CO1,0%,-8%,-1%,-14%,7.9µM*,-14%,11%,?
COc1ccc(-c2noc(CCC(=O)NCCc3cccc(C)c3)n2)cc1,-7%,-1%,1%,.,-1%,-1%,-6%,-15%
CC(/C=C/c1ccccc1)=N\NC(=O)Cn1nc(C)cc1C,-4%,i,-1%,?,-8%,9%,9%,0%
CCOc1ccccc1OCC(=O)OCC(=O)Nc1ncc(Cl)cc1Cl,-1%,-1%,-4%,11%,2%,3%,-2%,-5%
O=C(CN1CCC(C(=O)O)CC1)Nc1ccccc1Oc1ccccc1,-3%,i,1%,9%[46 µM],-4%,?,-4%,.
NC(=O)CC(NC(=O)c1ccccc1)c1ccc(NC2CCC2)c([N+](=O)[O-])c1 (configuration not stated),-2%,-1%,-9%,.,.,-14%,4%,.
Cc1[nH]nc2ncc(C(=O)c3cc(F)ccc3O)cc12,-2%,-3%,-12%,?,0%,-8%,12%,-3%
CCCN(CCC)C(=O)CC(c1ccccc1)c1ccc(C)cc1O (configuration not stated),1%,i,-24%,2%,?,-2%,5%,8%
C/C(Cn1cnc([N+](=O)[O-])n1)=N\NC(=O)c1ccccc1,2%,i,-5%,-8%,-9%,21%,-1%,29%
O=[N+]([O-])c1cc(Br)c(O)c(/C=N/Nc2nnnn2-c2cccc3ccccc23)c1,-19%,?,12%,6%,18µM*,?,7%,-9%
COCCCNC(=S)N1CCN(C(=O)c2ccco2)CC1,-1%,-9%,-10%,-18%,6%,-2%,3%,8%
COc1ccc(-n2cnnc2SCC(=O)Nc2cc(C(C)(C)C)nn2-c2ccccc2)cc1,-4%,-4%,-2%,-16%,0%,12%,6%,-17%
CCOc1ccc(N2C(=O)CNC2=S)cc1,-4%,?,4%,?,2%,-1%,20%,0%
CN1C[N+]([O-])=C(c2ccccc2)C1(C)C,1%,0%,3%,2%,1%,-1%,-7%,20%
O=C(Cc1c(F)cccc1Cl)N1CCCC1,3%,i,-6%,-11%,-1%,-2%,0%,27%
CC1CCCCN1C(=O)C12CCC(C)(/C(=N/O)C1)C2(C)C (configuration not stated),-1%,-1%,4%,-5%,-3%,16%,0%,17%
COC(=O)C(C(C)=O)C(NC(=O)OC(C)(C)C)c1ccccc1 (configuration not stated),0%,6%,-1%,.,1%,6%,-8%,5%
O=C(NCc1ccc2c(c1)OCO2)c1ccc(Cl)s1,1%,i,-5%,?,12%,?,-1%,6%
Cc1ccccc1N(C(=O)Cc1cccs1)C(C(=O)NCC1CCCO1)c1cccnc1 (configuration not stated),2%,-14%,-5%,2%,1%,6%,2%,3%
COCC(=O)NCc1nc2ccccc2[nH]1,0%,-12%,-3%,5%,12%,-1%,-3%,-12%
CCCOC(=O)Nc1cccc(C(C)=O)c1,-6%,-1%,-9%,3%,-1%,-9%,-6%,-7%
COc1cc(OC)cc(C(=O)O/N=C(\N)c2ccncc2)c1,-8%,-11%,3%,11%,2%,-13%,-4%,-2%
CCOc1cc(/C=N/NC(=O)C(=O)N2CCCC2)ccc1O,-1%,i,3%,-8%[46 µM],0%,0%,11%,-12%
Cc1cccc(C(=O)NNC(=O)c2ccccc2C)c1,1%,i,1%,4%[46 µM],3%,-2%,-12%,12%
CCCc1ncc(C(O)(c2ccccc2)c2ccccc2)n1C,-1%,i,0%,.,3%,-7%,7%,-4%
CCC(C)(C)C1CCC(=NNC(=S)Nc2ccccc2)CC1 (configuration not stated),0%,-1%,4%,.,?,?,-5%,-20%
COC(=O)CSc1nnc(-c2ccc(S(=O)(=O)NCc3ccccc3Cl)cc2)o1,0%,-3%,3%,-2%,10%,-1%,-1%,-11%
CCOC(=O)c1cnn(-c2nc(-c3ccccc3)nc3c2COC(C)(C)C3)c1N,2%,1%,13%,5%,-4%,0%,-19%,-4%
CC(=O)OCCN(CCOC(C)=O)c1c(C)[nH]c(=O)[nH]c1=O,2%,-1%,4%,5%,?,-3%,.,.
CC=C(Cl)Cl,-1%,-5%,-4%,.,0%,.,-1%,3%
COc1cccc(-c2[nH]nc3c2C(c2ccoc2)C(C#N)=C(N)O3)c1 (configuration not stated),-2%,-19%,7%,8%,13µM*,-2%,-5%,-4%
Cc1cc(Nc2ccc([N+](=O)[O-])cc2)nc2ccccc12,-6%,i,-4%,?,6%,-9%,18%,-5%
COc1ccc2c(c1)c(C(=O)N/N=C/c1ccc(OC)c(OC)c1)c(C)n2C,-1%,0%,-10%,-18%,7%,-13%,10%,-9%
CN1c2ccccc2C(C)(C)C12CCCC(=O)N2 (configuration not stated),5%,-8%,-12%,20%,?,?,-15%,-10%
CCCOc1ccc2c(C)c(CC(=O)OC)c(=O)oc2c1,-1%,-16%,0%,-13%,?,?,-3%,?
O=C(CCCc1nc(-c2ccccc2)no1)N1CCOCC1,-5%,i,1%,4%,1%,6%,18%,5%
Cc1ccccc1-c1n[nH]c(=S)n1/N=C/c1ccc(-c2ccccc2Br)o1,-3%,-5%,-6%,.,14µM*,5%,9%,?
CC(C)c1nn(-c2cc(C(F)(F)F)ccn2)c(=O)o1,-1%,-11%,2%,.,9%,2%,-1%,.
COC(=O)c1nn(-c2ccccc2)c(Sc2ccc(Br)cc2)c1/C=N/O,-2%,?,1%,2%,-11%,3%,-11%,-18%
# The results go on.
SMILES,TexasRed fluor,RECQ1 inh,TRb SRC2 PPI,Lamin A splicing,ALDH1A1 inh,JMJD2E inh,GoLoco inh red,SMN2 splice enh
O=C1COc2ccc(C(=O)c3ccccc3C(=O)NCc3ccccc3)cc2N1,-4%,-8%,0%,-16%,4%,-3%,0%,16%
CCNc1ncc2nc(-c3cn(C)c4ccccc34)c(=O)n(Cc3cccs3)c2n1,.,i,.,?,?,.,-4%,.
O=C(CSc1nc(-c2ccc(F)cc2)cc(C(F)(F)F)n1)NCCN1CCOCC1,2%,-5%,0%,-4%,0%,3%,6%,-3%
O=C(Nc1ccc(Cl)cn1)Nc1cccs1,2%,-2%,-7%,6%,12%,5%,-1%,14%
C=CCNC(=O)c1ccc(C2SCC(=O)N2Cc2ccccc2)cc1 (configuration not stated),1%,-7%,-12%,?,?,-6%,-8%,.
CCC[N+](C)(C)C(C)C(OC(C)=O)c1ccccc1 (configuration not stated),-1%,-2%,-4%,.,.,-3%,7.9µM*,.
N=C1/C(=C/c2cccn2Cc2ccc(Cl)cc2)C(=O)N=C2SC=CN12,7%,-6%,-2%,-4%,0%,-13%,35%[activator],-29%
CCOc1ccc(C(=O)NC(C(=O)NCc2ccccc2OC)C(C)C)cc1 (configuration not stated),-5%,-5%,2%,.,4%,9%,3%,3%
CCOc1ccc(/C=C2\NC(=S)NC2=O)cc1,-2%,i,2%,.,.,-5%,-1%,.
O=C(N/N=C/c1ccccc1OC(=O)c1ccc2c(c1)OCO2)c1cccc(F)c1,0%,?,4%,?,1%,1%,7%,-98%[inhibitor]
CCN1N=C(c2cc(Cl)sc2Cl)CSC1=O,1%,-1%,7%,1%,?,5%,5%,0%
CC(C)(C)C(=O)COC(=O)c1ccc(O)cc1,-3%,i,-9%,-10%,8%,1%,8%,16%
Cc1nc2ccc(NC(=O)Cc3cccc(F)c3)cc2s1,-1%,i,0%,-3%[46 µM],9%,-7%,11%,27%
Cn1nccc1NC(=O)c1nccnc1C(=O)O,-4%,-8%,3%,2%[46 µM],6%,-10%,-1%,.
O=C(NC1CCCCC1)C1CCN(C(=O)NCc2ccccc2)CC1,-4%,-3%,-1%,1%,2%,5%,-3%,19%
O=C(CNC(=O)c1cccs1)NCC(=O)OCc1ccccc1Br,-3%,i,2%,-7%[46 µM],4%,8%,0%,-3%
O=C(NCCN1C(=O)S/C(=C\c2ccc(Cl)c(Cl)c2)C1=O)c1cnccn1,-2%,-9%,-3%,-7%,-1%,-1%,.,.
O=C(CCC1CCCCC1)NNC(=O)NC12CC3CC(CC(C3)C1)C2,-10%,-10%,-2%,8%,?,-3%,-1%,-4%

# Taken from above.
# Under TRb SRC2 PPI, COc1cccc(-c2[nH]nc3c2C(c2ccoc2)C(C#N)=C(N)O3)c1 (configuration not stated) is entered as 7%
# Under RECQ1 inh, CCOC(=O)c1cnn(-c2nc(-c3ccccc3)nc3c2COC(C)(C)C3)c1N is entered as 1%

# Some of the compounds tested. The share of hits here may be higher or lower than overall.
